# PAFAH2 inh: PAFAH2 (human) inhibition; Q99487; recombinant PAFAH2, FP-rhodamine activity probe, fluorescence polarization; inhibition, % at 3.39 µM; 340,000 tested, 0.99% active;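 active = inhibition above the mean over all tested compounds plus 3 SD, cut at about 30% in these data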;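 note: inhibitors block probe labeling of enzyme so polarization drops; 0% = enzyme with DMSO and 100% = wells lacking PAFAH2 protein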
# LYPLA1 inh: blocks human lysophospholipase 1, a PME1 counter-screen. O75608. recombinant LYPLA1, FP-Rh probe fluorescence polarization. inhibition, % at 5.9 µM. 320,000 tested, 0.16% active. AID 2174;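 active = inhibition above the mean of all tested compounds plus 3 SD, set per campaign, cut at about 14% in these data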;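 note: inhibitors block serine hydrolase probe labeling of LYPLA1 so polarization falls; 0% = enzyme with DMSO and 100% = wells lacking LYPLA1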
# Target sequence (O75608 whole entry, looked up): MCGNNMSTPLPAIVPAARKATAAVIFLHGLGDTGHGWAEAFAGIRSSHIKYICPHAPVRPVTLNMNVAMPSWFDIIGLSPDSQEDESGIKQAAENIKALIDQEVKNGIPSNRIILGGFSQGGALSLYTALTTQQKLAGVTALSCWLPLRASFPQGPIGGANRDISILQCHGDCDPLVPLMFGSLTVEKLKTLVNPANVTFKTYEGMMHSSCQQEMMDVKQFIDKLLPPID
# ZTA DNA inh: ZTA (EBV) inhibition in EBNA-1 counter-screen | 320,000 tested, 0.15% active | inhibition, % at 11 µM | P03206 | ZTA-DNA binding, fluorescence polarization; in the data active = inhibition above about 33%
# PAFAH1B3 inh: blocks human PAF acetylhydrolase 1B catalytic subunit 3; recombinant PAFAH1B3, FP-rhodamine probe, fluorescence polarization; inhibition, % at 3.39 µM; 340,000 tested, 0.28% active; AID 492972;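 active = inhibition above the screen-wide average of all tested compounds plus 3 SD, cut at about 25% in these data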;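 note: 0% = enzyme with DMSO only and 100% = wells lacking PAFAH1B3 protein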
# PREPL inh: human PREPL enzyme inhibition; recombinant PREPL, fluorescence polarization activity-based probe; AID 2751; 320,000 tested, 0.68% active; inhibition, % at 5.96 µM; Q4J6C6; in the data active = inhibition above about 43%;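 note: 0% = enzyme with DMSO and 100% = wells lacking enzyme; many of its hits are not listed in these tables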
# PAD4 FP inh: PAD4 (human) enzyme inhibition | 330,000 tested, 0.41% active | recombinant PAD4, RCA probe fluorescence polarization | Q9UM07 | inhibition, % at 6.36 µM;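 active = percent inhibition above a cutoff equal to the mean of all tested compounds plus 3 SD, cut at about 15% in these data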;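 note: 0% = PAD4 with RCA probe and DMSO and 100% = probe without PAD4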
# Target sequence (Q9UM07 whole entry, looked up): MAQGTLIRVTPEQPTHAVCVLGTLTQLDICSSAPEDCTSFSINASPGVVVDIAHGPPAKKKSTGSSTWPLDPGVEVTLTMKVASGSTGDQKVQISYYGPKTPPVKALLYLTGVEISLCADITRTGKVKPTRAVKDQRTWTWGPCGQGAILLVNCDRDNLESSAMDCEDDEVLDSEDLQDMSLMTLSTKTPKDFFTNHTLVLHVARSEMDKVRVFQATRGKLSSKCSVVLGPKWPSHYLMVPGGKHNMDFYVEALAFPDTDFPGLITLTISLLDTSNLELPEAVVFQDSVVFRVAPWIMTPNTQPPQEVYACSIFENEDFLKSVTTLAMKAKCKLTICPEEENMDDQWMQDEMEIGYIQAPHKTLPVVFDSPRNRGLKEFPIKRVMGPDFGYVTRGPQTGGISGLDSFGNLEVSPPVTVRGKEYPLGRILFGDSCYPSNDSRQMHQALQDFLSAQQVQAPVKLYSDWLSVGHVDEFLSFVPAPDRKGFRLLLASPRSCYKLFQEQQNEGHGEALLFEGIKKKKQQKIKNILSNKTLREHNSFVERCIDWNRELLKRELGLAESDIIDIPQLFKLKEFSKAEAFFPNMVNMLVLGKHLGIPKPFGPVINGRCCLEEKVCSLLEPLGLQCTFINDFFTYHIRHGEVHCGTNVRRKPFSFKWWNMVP
# GSTO1 inh: GSTO1 inhibition, counter-screen for RBBP9 inhibitors; P78417; recombinant GSTO1, activity-based probe fluorescence polarization; inhibition, % at 5.96 µM; 300,000 tested, 1.1% active; AID 1974;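 active = inhibition above the campaign mean inhibition plus 3 SD, cut at about 35% in these data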;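 note: 0% = GSTO1-1 with DMSO and 100% = wells lacking GSTO1-1 enzyme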
# LYPLA2 counter: blocks human lysophospholipase 2, a PME1 counter-screen; recombinant LYPLA2, FP-Rh probe fluorescence polarization; inhibition, % at 5.9 µM; 320,000 tested, 0.38% active; AID 2177;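 active = inhibition above the screen-wide mean plus 3 SD, limit set per campaign, cut at about 26% in these data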;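 note: 0% = LYPLA2 with DMSO and 100% = wells lacking LYPLA2 enzyme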
# EBNA-1 inh: blocks EBNA-1 binding to DNA. EBNA-1 DNA binding, fluorescence polarization. inhibition, % at 14.8 µM. 300,000 tested, 0.34% active; in the data active = inhibition above about 28%
# * marks the source's active call; other numbers are inactive results; · = not tested or not shown. Not all compounds are listed; count on the stated rates, not on these rows.
SMILES,PAFAH2 inh,LYPLA1 inh,ZTA DNA inh,PAFAH1B3 inh,PREPL inh,PAD4 FP inh,GSTO1 inh,LYPLA2 counter,EBNA-1 inh
CCOc1ccc(-c2csc3nc[nH]c(=O)c23)cc1,-4,0,3,3,6,-1,-4,4,-2
COC(=O)[C@H](Cc1ccccc1)NC(=O)[C@@H](N)CC(=O)O,3,1,-7,8,13,-1,3,6,-5
CCCN(CCC)C(=O)COc1cc(=O)n(CC)c2ccccc12,-1,5,118*,10,4,2,4,2,0
Cc1ccc(CNC(=O)C2CC3Cn4c(nc5cc6ccccc6cc54)C3N2C)o1 (stereo not drawn),3,-1,6,9,-8,1,1,-1,13
Cc1ccc(C)c(NC(=O)C2COc3ccccc3O2)c1 (stereo not drawn),11,-1,7,13,1,-4,5,1,10
CCCC(=O)Nc1cc(C(=O)O)ccc1Sc1ccccc1,3,1,-4,2,-3,4,1,-1,-7
CCOC(=O)c1[nH]c2ccc(C)cc2c1NC(=O)CN1CCCCC1,-6,2,25,-1,8,-3,1,5,5
COCCCN1C(=O)C(=O)/C(=C(/O)c2ccc3c(c2)CC(C)O3)C1c1cccnc1 (stereo not drawn),-6,1,0,7,-5,-5,4,-3,-2
O=C(OCc1nnc(-c2ccccc2)o1)C1=COCCO1,44*,2,24,0,9,-1,1,0,16
NNC(=O)Cn1c(-c2nonc2N)nc2ccccc21,5,-1,5,4,-10,-3,0,-6,-6
COc1ccccc1NS(=O)(=O)c1ccc(O)cc1,1,1,-14,-1,-5,1,16,4,-14
C=CCOc1ccccc1CN1CCC(n2nccc2NC(=O)C2CCOC2)CC1 (stereo not drawn),-5,4,-2,-6,9,-2,-2,7,-2
CC(Sc1nnnn1-c1ccc(O)cc1)C(=O)NNC(=O)c1ccc(F)cc1 (stereo not drawn),6,2,2,10,17,-2,·,6,·
CCOP(=O)(OCC)C(Nc1cccc([N+](=O)[O-])c1)c1ccccc1 (stereo not drawn),-6,0,0,3,-5,1,4,1,8
COc1ccc(NC(=O)c2ccc3ncsc3c2)c2ccccc12,10,1,-15,2,7,0,-4,8,4
COc1ccc(-c2nc3ccccc3c(=O)n2CCOc2cc(C)ccc2C)cc1,-6,8,4,-5,-7,0,-1,11,7
Cc1ccc2c(c1)N(CC(=O)Nc1ncccc1C)C(=O)C(C(C)C)O2 (stereo not drawn),-1,-1,-18,7,-6,0,5,0,-9
CCn1c(SCC(=O)NCCOC)nc2sc3c(c2c1=O)CCCC3,4,-4,9,1,4,-4,-1,-4,-8
Cc1ccc(NC(=O)C2CC(O)CN2C(=O)OCc2ccccc2)c(C)c1 (stereo not drawn),3,4,-24,6,-6,3,-4,4,-17
Cc1cc2ncn(CC(C)C)c2cc1C,-6,-4,12,5,-7,-1,-1,-2,-4
CCOc1ccc(N2C(=O)Nc3ccccc3C2(O)C(=O)NCc2ccc3c(c2)OCO3)cc1 (stereo not drawn),0,-4,11,-2,-23,-4,-7,-7,3
CCO[C@@H]1OC(C(=O)N2CCN(C)CC2)=C[C@H](C2CCCCC2)[C@H]1CCCO,2,2,-16,2,3,-1,0,-1,-10
CC(C)C(C)NC(=O)COc1ccc(S(=O)(=O)N2CCOCC2)cc1Cl (stereo not drawn),-6,2,-9,0,4,-4,-4,5,-4
O=C(N/N=C\c1cccc(F)c1)c1ccc(Cn2cc(Br)c([N+](=O)[O-])n2)o1,6,-8,6,-5,-3,-3,-4,-9,2
Cc1ccc2c(c1)C=CC(C#N)N2C(=O)c1ccccc1 (stereo not drawn),-8,5,6,4,13,2,5,3,13

# Continued; it opens with the 2 that closed the last part.
SMILES,PAFAH2 inh,LYPLA1 inh,ZTA DNA inh,PAFAH1B3 inh,PREPL inh,PAD4 FP inh,GSTO1 inh,LYPLA2 counter,EBNA-1 inh
O=C(N/N=C\c1cccc(F)c1)c1ccc(Cn2cc(Br)c([N+](=O)[O-])n2)o1,6,-8,6,-5,-3,-3,-4,-9,2
Cc1ccc2c(c1)C=CC(C#N)N2C(=O)c1ccccc1 (stereo not drawn),-8,5,6,4,13,2,5,3,13
Cc1cccc(C(=O)N/N=C/c2ccncc2)c1,-8,-2,3,9,4,4,0,-2,8
O=C(CN1CCN(Cc2ccccc2Cl)CC1)N=Nc1c(O)[nH]c2ccccc12,4,-3,-1,12,35,2,-3,-3,-10
CC(C)(C)NC(=O)CC1C[C@H](C(=O)N2CCOCC2)[C@@]2(C)c3[nH]c4ccccc4c3CCN2C1=O (stereo partly drawn),0,·,·,1,-2,-2,·,·,·
Cc1cc(NC(=O)CN(C)S(=O)(=O)c2ccc(-c3ccc(=O)[nH]n3)s2)ccc1Br,-78,-2,7,-51,-16,-3,-2,2,11
COCCNC(=O)c1onc(CSc2nc3ccccc3[nH]2)c1C(=O)NCCOC,2,0,-15,3,0,0,7,4,1
O=C(CSc1nnc(-c2cccnc2)n1-c1ccc(SC(F)F)cc1)N1CCCc2ccccc21,11,0,-23,-2,-2,-6,-4,0,-1
CC(C)P(=O)(Cc1cccc(C#N)c1)C(C)C,2,-2,-4,11,-6,6,0,-2,-11
COc1ccccc1NS(=O)(=O)c1cc(NC(=O)c2sccc2C)ccc1N1CCCC1,-1,2,3,1,10,4,-20,-11,0
CCOc1ccccc1N(CC(=O)N1CCOCC1)S(=O)(=O)c1ccccc1,7,1,-4,6,-1,0,2,5,2
O=C(CN1C(=O)C2CC=CCC2C1=O)NCC(=O)Nc1ccc(F)c(F)c1F (stereo not drawn),9,2,4,5,3,-2,8,7,6
COc1ccccc1Cn1c(=S)[nH]c2ccc(Br)cc2c1=O,1,-2,11,-7,0,0,-1,-4,11
O=C(OCC(=O)c1ccc[nH]1)c1ccc(Cl)nc1,-1,-1,-2,3,1,-3,5,5,-3
CN(C)S(=O)(=O)NCC1CCCN(Cc2cc3ccccc3s2)C1 (stereo not drawn),0,1,-5,2,-12,-2,6,5,-2
CCN1C(=O)CSc2ccc(C(=O)NCc3ccccc3OC)cc21,-10,-1,-14,0,3,2,3,3,-1
CCOC(=O)c1nc2sc3c(c2c(=O)[nH]1)CCCC3,9,2,13,-6,7,-3,0,-2,11
Fc1ccc(CNC(=S)NCc2cccc(Cl)c2)cc1,-8,-1,-3,-3,-4,0,14,7,10
Cc1ccc(N2CCN(c3ccc([N+](=O)[O-])cn3)CC2)c(C)c1,-1,-2,-1,-5,29,-2,-10,0,10
CC1CCN(Cc2c(C(=O)N3CCc4ccccc4C3)nc3ccc(Cl)cn23)CC1,7,3,15,-8,24,5,3,1,-1
Nc1nc(Nc2ccccc2)nc(N2CCOCC2)c1[N+](=O)[O-],3,3,-13,3,15,1,0,3,8
COc1ccc(-c2nc3ccccc3c(=O)n2CCCN2CCOCC2)cc1,5,4,-26,1,23,2,3,9,0
OC(COc1ccc2cc(Br)ccc2c1)CN1CCN(c2ccccn2)CC1 (stereo not drawn),-6,-4,15,9,30,-2,10,0,-2
COc1cccc(-c2nc(CS(=O)(=O)CC(=O)Nc3cc(C)ccc3C)c(C)o2)c1,-2,3,-2,1,-8,5,4,3,1
Cc1ccc(-n2ncc3c(=O)[nH]c(SCC(=O)N4CCCC4)nc32)cc1C,5,-1,-7,2,2,3,1,4,-5
Cc1cc(SCc2cccc([N+](=O)[O-])c2)nc(=O)[nH]1,2,2,8,-1,13,3,0,4,0
COc1ccc(C(C(=O)NCC2CCCO2)N(C(=O)CNC(=O)c2cccs2)c2ccc(C)cc2)cc1OC (stereo not drawn),4,6,6,10,-1,-1,0,2,-8

# Shown as a hit in PAFAH2 inh, among the entries above:
smiles	PAFAH2 inh	PAFAH1B3 inh	PREPL inh	PAD4 FP inh	EBNA-1 inh
O=C(OCc1nnc(-c2ccccc2)o1)C1=COCCO1	44*	0	9	-1	16

# Remaining list, next part.
SMILES,PAFAH2 inh,LYPLA1 inh,ZTA DNA inh,PAFAH1B3 inh,PREPL inh,PAD4 FP inh,GSTO1 inh,LYPLA2 counter,EBNA-1 inh
Cc1ccc(CNC(=O)CCC2CCCN(Cc3cccc4cccnc34)C2)o1 (stereo not drawn),3,1,8,-1,22,-1,9,14,5
O=C(Nc1ccc(OCc2ccccc2)cc1)c1ccccc1,-3,1,-7,-6,2,2,4,0,13
O=C(NCCc1ccccn1)C(F)(F)C(F)(F)C(F)(F)C(F)(F)C(F)(F)C(F)F,1,3,-12,6,7,3,2,4,4
COc1ccc(NC(=O)COC(=O)c2ccc3c(c2)OCCO3)cc1OC,14,0,4,3,-2,-3,·,-1,·
CC(C)[C@H](NS(=O)(=O)c1ccccc1)C(=O)OCC(=O)NC1CCCCC1,9,·,·,5,9,6,·,·,·
Cc1n[nH]c(C)c1CCC(=O)N/N=C/C=C/c1ccccc1,8,2,0,1,-8,-5,2,2,-2
CNC(=O)NC(=S)NC(=O)c1ccccc1Cl,4,3,6,9,-1,-1,-7,3,14
C=CCC1(C(=O)NCCO)CCN(C(=O)OC(C)(C)C)CC1,1,2,-6,-2,14,5,0,-2,-16
CCOC(=O)c1cc(C)n(-c2ccc(Cl)cc2)c1C,-1,0,16,8,-2,1,2,2,12
Cc1ccc(-c2nc(-c3cccnc3)sc2CC(=O)O)cc1,1,0,1,6,-14,1,0,10,-2
N/C(=N\OC(=O)CCCc1ccccc1)c1ccc([N+](=O)[O-])cc1,4,1,16,11,10,3,-3,-1,-5
O=C(NNC1=NCCC1)c1ccc(Br)cc1,-5,-2,0,4,6,0,-2,-5,11
Cc1ccc(C)c(NC(=O)C2CC(O)CN2C(=O)OC(C)(C)C)c1 (stereo not drawn),-5,-5,-7,-3,5,5,5,-5,2
COc1cccc(S(=O)(=O)NCc2ccc3c(c2)OCO3)c1,3,-2,-17,5,8,1,4,4,16
CCn1cc([N+](=O)[O-])c(C(=O)Nc2ccc3c(c2)OCCO3)n1,8,3,15,-1,14,-2,7,6,6
CC(=O)N1CCN(C(C)=O)C1c1ccccc1,-5,-1,-4,11,14,2,-3,-7,-2
CCCN(CCC)S(=O)(=O)c1cc2c3c(c1)CCN3C(=O)CC2,1,3,-11,-1,1,-1,2,10,-2
CCCCCc1nnc(NC(=O)c2ccc(=O)n(C)n2)s1,-5,-4,7,9,8,-2,7,0,-8
CC(NC(=O)CNC(=O)c1cccs1)c1cccc(C(F)(F)F)c1 (stereo not drawn),8,·,·,10,-2,0,·,·,·
O=C(Nc1ccc(Br)cn1)c1ccc(Br)s1,5,3,-11,6,-11,-3,-3,7,-13
COc1ccc(Cl)cc1-c1nc(SCC(N)=O)n[nH]1,2,2,4,7,1,-1,0,1,-9
CCn1c(C)cc(C)c(C#N)c1=O,-6,-4,5,7,-5,-1,3,4,8
COc1ccc(N(CC(=O)N/N=C/c2ccc(OC)c(OC)c2)S(=O)(=O)c2ccccc2)cc1,9,-4,3,0,-10,-2,-6,-2,-18
CCCc1nc2ccccc2c(C(=O)OCc2nnc(-c3cc(OC)c(OC)c(OC)c3)o2)c1CC,-2,-6,-2,0,-10,0,-2,-7,4
C=CCN(c1ccccc1)S(=O)(=O)c1cccc(C(=O)NCC(c2ccccc2OC)N2CCCC2)c1 (stereo not drawn),5,-2,-6,7,2,-1,-3,5,2
CS(=O)(=O)N1CCC(C(=O)Nc2ccccc2Sc2ccccc2)CC1,-4,-3,1,0,-9,-4,-3,1,11
COc1ccc(NC(=O)CSc2ccc3c4c(cccc24)C(=O)c2ccccc2-3)cc1,3,-3,1,0,9,4,3,-4,8
CCOC(=O)CS(=O)(=O)c1ccccc1,3,6,12,4,1,1,4,5,18
CCOC(=O)c1csc(NC(=O)c2ccc(C#N)cc2)n1,0,2,16,-1,8,1,-1,-3,-2

# Exported with two lines to a compound: part of the list above
# Below each SMILES: PAFAH2 inh, LYPLA1 inh, ZTA DNA inh, PAFAH1B3 inh, PREPL inh, PAD4 FP inh, GSTO1 inh, LYPLA2 counter, EBNA-1 inh
CCn1c(C)cc(C)c(C#N)c1=O
 : -6, -4, 5, 7, -5, -1, 3, 4, 8
COc1ccc(N(CC(=O)N/N=C/c2ccc(OC)c(OC)c2)S(=O)(=O)c2ccccc2)cc1
 : 9, -4, 3, 0, -10, -2, -6, -2, -18

# Source: PubChem BioAssay
